Screening results (PubChem)
SENP6 inh – inhibitors of human SENP6 protease; AID 2599; actives 1.8% (n = 330,000); Recombinant SENP6 catalytic domain, aminoluciferin luminescence; Q9GZR1; inhibition, % at 10 µM;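 active = inhibition above about 50% at the single tested dose, limit read from the data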;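 note: plate controls were DMSO wells with enzyme for no effect and DMSO wells lacking enzyme for full effect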
Target sequence (Q9GZR1 628-1112 limits assumed): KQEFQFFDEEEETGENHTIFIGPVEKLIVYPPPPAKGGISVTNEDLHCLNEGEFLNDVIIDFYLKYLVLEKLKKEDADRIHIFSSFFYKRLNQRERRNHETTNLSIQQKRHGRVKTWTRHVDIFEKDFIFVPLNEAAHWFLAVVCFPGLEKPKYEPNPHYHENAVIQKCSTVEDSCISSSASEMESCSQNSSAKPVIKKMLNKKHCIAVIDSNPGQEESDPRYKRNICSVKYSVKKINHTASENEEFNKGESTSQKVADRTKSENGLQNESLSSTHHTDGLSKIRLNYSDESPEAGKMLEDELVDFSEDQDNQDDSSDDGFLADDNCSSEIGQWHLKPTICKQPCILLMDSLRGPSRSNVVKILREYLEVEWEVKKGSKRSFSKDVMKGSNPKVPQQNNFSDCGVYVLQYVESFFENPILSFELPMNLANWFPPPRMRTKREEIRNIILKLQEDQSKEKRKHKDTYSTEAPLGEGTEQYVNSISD
UBC13 polyUb – inhibitors of human UBC13 polyubiquitin chain formation; TR-FRET; inhibition, % at 20 µM; AID 485273; actives 0.47% (n = 330,000); P61088; in the data active = inhibition above about 45%, passing the limit was not always enough
Target sequence (P61088 whole entry, looked up): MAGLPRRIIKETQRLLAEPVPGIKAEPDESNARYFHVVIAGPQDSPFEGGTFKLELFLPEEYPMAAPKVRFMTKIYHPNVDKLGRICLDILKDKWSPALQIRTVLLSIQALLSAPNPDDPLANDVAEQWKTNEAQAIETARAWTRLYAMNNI
SENP7 block – blocks the human protease SENP7; Q9BQF6; recombinant SENP7, Z-RLRGG-aminoluciferin luminescence, 40 min; actives 1.5% (n = 330,000); inhibition, % at 5 µM;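 active = inhibition above about 50% at the single test dose, limit read from the data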;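 note: plate controls were DMSO with enzyme for no effect and no enzyme buffer wells for full effect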
HKDC1 inhibitor – HKDC1 (human) hexokinase inhibition; inhibition, % at 20 µM; actives 0.16% (n = 340,000); AID 493160; Q2TB90; recombinant HKDC1, G6PDH/diaphorase resazurin coupled fluorescence;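 active = inhibition above about 35% when tested at 20 µM, limit read from the data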;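 note: plate controls were DMSO wells with enzyme for no effect and DMSO wells lacking enzyme for full effect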
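Material – in-house recombinant HK5 (HKDC1) enzyme · Quantity – HKDC1 at 5 µg/mL · Buffer or medium – pH 8.0 Tris buffer with 10 mM MgCl2 · Reagent – glucose with 1 mM ATP · Dosing – single 20 µM dose · Times – reaction time 90 min, room temperature, protected from light · Technique – resorufin fluorescence at 613 nm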
SENP8 block-1 – blocks the human protease SENP8. Q96LD8. purified SENP8, Z-RLRGG-aminoluciferin cleavage, luminescence. inhibition, % at 10 µM. actives 1.2% (n = 330,000). AID 2540; in the data active = inhibition above about 50%
Target sequence (Q96LD8 whole entry, looked up): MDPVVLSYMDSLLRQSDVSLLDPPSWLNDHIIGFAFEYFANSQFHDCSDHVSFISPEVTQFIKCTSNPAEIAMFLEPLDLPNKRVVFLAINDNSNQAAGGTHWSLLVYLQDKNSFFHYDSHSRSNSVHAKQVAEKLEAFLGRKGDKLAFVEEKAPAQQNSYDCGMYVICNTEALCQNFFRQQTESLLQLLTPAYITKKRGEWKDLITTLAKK
SENP8 block-2 – blocks human SENP8 cleavage of Nedd8 substrate | Q96LD8 | recombinant SENP8, Nedd8 substrate fluorescence | inhibition, % at 20 µM | actives 0.64% (n = 360,000) | AID 602440; in the data active = inhibition mostly above about 40%, no sharp cut-off; inactive = mostly below about 27%
MIN6 prolif – induces beta-cell replication in MIN6 cells; MIN6 cells proliferation, ATPlite luminescence, 48 h; cells starved in 0.2% serum; 100% = growth in 10% serum; proliferation, % at 10 µM; actives 0.29% (n = 330,000);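 active = compounds whose signal lies at least 3.5 SD above the mean of all wells on their plate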;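 note: 0% = DMSO-treated cells in low-serum medium and 100% = 10% serum control; some compounds called inactive have numbers as strong as hits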
PfGluPho inh – PfG6PD (Plasmodium falciparum) enzyme inhibition; actives 0.78% (n = 350,000); inhibition, % at 20 µM; PfGluPho enzyme, NADPH resazurin-diaphorase fluorescence; AID 504690;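 active = inhibition reaching at least a set limit at 20 µM in the primary screen, cut at about 59% in these data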;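 note: 0% = DMSO wells with substrate and 100% = DMSO wells lacking glucose-6-phosphate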
SENP1 FRET inh – SENP1 (human) catalytic domain inhibition | recombinant SENP1 catalytic domain, CyPet-SUMO1-YPet FRET cleavage | AID 624204 | actives 0.21% (n = 360,000) | inhibition, % at 10 µM | Q9P0U3;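 active = inhibition at least 30% at 10 µM, raw YFP signal under a set limit, fluorescence ratio 0.5 to 1.5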;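 note: 0% = enzyme with DMSO and 100% = no enzyme wells; some results filed as inactive read as strong as hits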
Target sequence (Q9P0U3 419-644 limits assumed): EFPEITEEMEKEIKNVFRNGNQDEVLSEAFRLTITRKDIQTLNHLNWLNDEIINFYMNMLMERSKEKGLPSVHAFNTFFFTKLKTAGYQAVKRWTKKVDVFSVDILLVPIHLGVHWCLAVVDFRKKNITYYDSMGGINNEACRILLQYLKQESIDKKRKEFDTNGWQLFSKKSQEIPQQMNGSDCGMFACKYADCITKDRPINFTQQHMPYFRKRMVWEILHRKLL
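Test system: human SENP1 catalytic domain; medium: Tris pH 8 buffer plus EDTA, NaCl, BME, BSA, NP40, catalase; incubation: 50 min reaction at room temperature; technique: FRET, CFP and YFP emission; controls: no-enzyme low control and enzyme-plus-DMSO high control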
* marks the source's active call; other numbers are inactive results; i = inactive; . = no result given.

Labels used below: A = SENP6 inh; B = UBC13 polyUb; C = SENP7 block; D = HKDC1 inhibitor; E = SENP8 block-1; F = SENP8 block-2; G = MIN6 prolif; H = PfGluPho inh; I = SENP1 FRET inh
(1) CCOc1ccc(Oc2ccc(Cl)cc2N)cc1
  A: -8; B: 10; C: 4; D: -1; E: -9; F: 3; G: -3; H: 29; I: 0

(2) COC(=O)C1=C(N)Oc2cc(C)n(Cc3ccccc3)c(=O)c2C1c1ccccc1 (stereo not drawn)
  A: -14; B: 0; C: 10; D: 3; E: 4; F: 6; G: -1; H: -8; I: 1

(3) Cc1ccccc1-c1nnc(CN2CCN(C(=O)c3ccco3)CC2)o1
  A: -13; B: 0; C: -15; D: -4; E: -8; F: 4; G: 0; H: -21; I: -1

(4) Cc1ccc(S(=O)(=O)NC2CC(C)(C)N(O)C(C)(C)C2)cc1
  A: 17; B: 14; C: 5; D: -5; E: 3; F: 35; G: -1; H: -4; I: -3

(5) C=CCn1c(O)c(N=O)c2ccccc21
  A: 11; B: 4; C: 3; D: -2; E: 0; F: -30; G: 2; H: -1; I: 1

(6) Cc1ccc(OCCC(=O)N2CCN(c3ccc(O)cc3)CC2)cc1
  A: -10; B: -2; C: 0; D: -3; E: 1; F: 17; G: -4; H: 58; I: 1

(7) CCN(CC)CCN(Cc1cc2cc3c(cc2[nH]c1=O)OCCO3)C(=S)NCCCN(C)C
  A: -14; B: 3; C: -5; D: -5; E: -1; F: -429; G: 2; H: 1; I: -5

(8) C=CCn1c(=O)c2ccc(C(=O)NCc3ccccc3)cc2n(Cc2cccc(Cl)c2)c1=O
  A: -3; B: 1; C: -2; D: -6; E: 1; F: -14; G: 2; H: -21; I: -2

(9) C=CCNC(=S)NCC
  A: 17; B: -3; C: 8; D: 0; E: -1; F: 15; G: -2; H: -11; I: 2

(10) CCOc1cc(C2C(C(=O)c3ccco3)=C(O)C(=O)N2Cc2ccccc2)ccc1O (stereo not drawn)
  A: -16; B: -6; C: -4; D: 0; E: -1; F: 10; G: 0; H: 7; I: 0

The list continues:
Labels used below: A = SENP6 inh; B = UBC13 polyUb; C = SENP7 block; D = HKDC1 inhibitor; E = SENP8 block-1; F = SENP8 block-2; G = MIN6 prolif; H = PfGluPho inh; I = SENP1 FRET inh
(11) O=C(COC(=O)c1ccccc1)Nc1cccc(S(=O)(=O)NC2=NCCCCC2)c1
  A: -15; B: 0; C: 2; D: -3; E: -2; F: 10; G: 1; H: -8; I: 2

(12) CS(=O)(=O)N(CC(=O)N1CCc2ccccc2C1)Cc1ccccc1
  A: -8; B: 7; C: 1; D: 5; E: -4; F: 19; G: -2; H: -13; I: 3

(13) CCNC(=O)NC(=O)CSc1ccc(NC(C)=O)cc1
  A: -5; B: 4; C: 4; D: -1; E: 1; F: 18; G: -2; H: -19; I: 0

(14) COc1cccc(NC(=O)Cn2c(=O)n(CCCC(=O)NCc3ccco3)c(=O)c3ccccc32)c1
  A: .; B: .; C: .; D: -13; E: .; F: 10; G: .; H: 9; I: -1

(15) O=[N+]([O-])c1ccc(/C=N/Nc2nc3ccccc3o2)cc1
  A: -1; B: -4; C: 44; D: 2; E: -4; F: 19; G: -5; H: 5; I: 5

(16) CS(=O)(=O)c1sc2nc(-c3ccccc3)cc(-c3ccccc3)c2c1N
  A: -27; B: -4; C: -4; D: 4; E: -1; F: i; G: -3; H: 11; I: -21

(17) CC(=O)N1CCC2(CC1)C(C#N)=C(N)Oc1n[nH]c(CSc3ccc(C)cc3)c12
  A: 9; B: 0; C: -4; D: -9; E: 6; F: 16; G: 0; H: -2; I: 1

(18) CCC(=O)N1CCc2cc(S(=O)(=O)CCC(=O)Nc3ccc(C)c(F)c3)ccc21
  A: -2; B: 5; C: -1; D: -3; E: 2; F: 6; G: 2; H: 2; I: 0

(19) Cc1cc(C)c(S(=O)(=O)N(C2=NCCS2)S(=O)(=O)c2c(C)cc(C)cc2C)c(C)c1
  A: -8; B: 1; C: 7; D: 2; E: -6; F: 21; G: -2; H: -9; I: 0

(20) O=[N+]([O-])c1ccccc1OCCCNCc1ccccc1
  A: -4; B: -2; C: 6; D: -10; E: 5; F: 2; G: -1; H: 11; I: 0

Four entries already listed, ordered by the number in SENP6 inh, descending.
entry | Molecule | SENP6 inh | UBC13 polyUb | SENP7 block | HKDC1 inhibitor | PfGluPho inh | SENP1 FRET inh
17 | CC(=O)N1CCC2(CC1)C(C#N)=C(N)Oc1n[nH]c(CSc3ccc(C)cc3)c12 | 9 | 0 | -4 | -9 | -2 | 1
18 | CCC(=O)N1CCc2cc(S(=O)(=O)CCC(=O)Nc3ccc(C)c(F)c3)ccc21 | -2 | 5 | -1 | -3 | 2 | 0
12 | CS(=O)(=O)N(CC(=O)N1CCc2ccccc2C1)Cc1ccccc1 | -8 | 7 | 1 | 5 | -13 | 3
16 | CS(=O)(=O)c1sc2nc(-c3ccccc3)cc(-c3ccccc3)c2c1N | -27 | -4 | -4 | 4 | 11 | -21

Next section.
Labels used below: A = SENP6 inh; B = UBC13 polyUb; C = SENP7 block; D = HKDC1 inhibitor; E = SENP8 block-1; F = SENP8 block-2; G = MIN6 prolif; H = PfGluPho inh; I = SENP1 FRET inh
(21) O=C(c1ccc(-n2ccnc2)cc1)N1CCCC(CO)(Cc2cccc(Cl)c2)C1 (stereo not drawn)
  A: -6; B: 5; C: -1; D: 1; E: -1; F: 7; G: 16*; H: -5; I: 2

(22) O=C(Cn1cncn1)NCc1cc(F)ccc1F
  A: 12; B: 5; C: 0; D: -3; E: -3; F: 2; G: 2; H: -10; I: 2

(23) O=C1CC(c2cccs2)Sc2nc3ccccc3n21 (stereo not drawn)
  A: -1; B: 3; C: 4; D: 0; E: 5; F: 17; G: -2; H: 1; I: 2

(24) COc1ccc(N2CCN(c3nc4ccccc4nc3NS(=O)(=O)c3ccccc3)CC2)cc1
  A: -5; B: -12; C: 6; D: 4; E: -9; F: -86; G: -2; H: -10; I: -50

(25) COc1ccccc1N1CCN(S(=O)(=O)c2ccc(Cl)s2)CC1
  A: 9; B: 5; C: 1; D: -11; E: 8; F: 16; G: -1; H: -4; I: 2

(26) CCOC(=O)c1sc(NC(NC(=O)c2ccco2)(C(=O)OC)C(F)(F)F)nc1C (stereo not drawn)
  A: -19; B: 0; C: -4; D: 6; E: -8; F: 12; G: 7.6*; H: -4; I: 0

(27) CCOC(=O)CC1ON(C)C(=O)N1c1ccc([N+](=O)[O-])cc1 (stereo not drawn)
  A: 0; B: -4; C: -4; D: -3; E: -3; F: 18; G: -2; H: -1; I: -1

(28) Cn1ccnc1SCc1cc(=O)[nH]c2ccccc12
  A: 1; B: -6; C: -14; D: 5; E: -16; F: 19; G: -2; H: 11; I: 2

(29) OC1(c2cccnc2)CCN(Cc2nnnn2Cc2ccccc2)CC1
  A: -1; B: -4; C: 11; D: 1; E: -7; F: 2; G: 3; H: -5; I: -2

(30) O=c1nc(/C=C/c2ccc(-c3ccc(F)cc3)o2)cc(C(F)(F)F)[nH]1
  A: -3; B: -2; C: 1; D: .; E: 9; F: .; G: -5; H: .; I: .

Continuation.
Labels used below: A = SENP6 inh; B = UBC13 polyUb; C = SENP7 block; D = HKDC1 inhibitor; E = SENP8 block-1; F = SENP8 block-2; G = MIN6 prolif; H = PfGluPho inh; I = SENP1 FRET inh
(31) O=C(Cn1nnc(-c2ccccc2)n1)N1CCN(c2ccc(F)cc2)CC1
  A: -19; B: -17; C: -9; D: -9; E: -1; F: 8; G: 0; H: 0; I: -1

(32) COc1ccc(OC)c(NC(=O)NNC(=O)COc2ccc([N+](=O)[O-])cc2)c1
  A: -9; B: 9; C: -9; D: -8; E: 0; F: 8; G: -3; H: 2; I: 1

(33) O=C(CSc1ncc(-c2ccc(F)cc2)[nH]1)Nc1cccc(O)c1
  A: -8; B: 10; C: -5; D: -1; E: -4; F: 7; G: -3; H: 2; I: 3

(34) Cc1cc2oc(C(=O)N(Cc3ccccc3)C3CCS(=O)(=O)C3)c(C)c2cc1C (stereo not drawn)
  A: -2; B: 7; C: 1; D: 0; E: 4; F: 7; G: -3; H: 13; I: 2

(35) CN(C)c1nc2c(c(=O)[nH]c(=O)n2C)n1CCOc1ccccc1
  A: 0; B: -6; C: 12; D: -6; E: -13; F: 6; G: 2; H: 0; I: 0

(36) O=C(Cc1cccs1)Nc1nnc(CCc2ccccc2)s1
  A: -15; B: -7; C: -11; D: -1; E: -9; F: 0; G: 0; H: -1; I: -3

(37) COc1cc2c(cc1OC)CN(C(=O)c1cc(S(=O)(=O)N3CCCCC3)ccc1Cl)CC2
  A: -2; B: -10; C: 13; D: 3; E: -9; F: 4; G: -4; H: 3; I: 4

(38) Cc1ccc(N2C(=O)c3cccc(Oc4ccc(Cl)cc4)c3C2=O)c(C)c1
  A: 8; B: 6; C: -2; D: 16; E: -2; F: 8; G: -5; H: 14; I: 0

(39) N#Cc1c(-c2cccc(Br)c2)cc(-c2cccnc2)nc1N
  A: -7; B: 30; C: 5; D: 3; E: 1; F: -280; G: 0; H: -4; I: -104

(40) O=[N+]([O-])c1c(C(Cl)Cl)nn(-c2ccccc2)c1N1CCOCC1
  A: -12; B: 3; C: 1; D: -5; E: 8; F: 20; G: 0; H: 2; I: 0

Next records:
Labels used below: A = SENP6 inh; B = UBC13 polyUb; C = SENP7 block; D = HKDC1 inhibitor; E = SENP8 block-1; F = SENP8 block-2; G = MIN6 prolif; H = PfGluPho inh; I = SENP1 FRET inh
(41) CC(C)CC(=O)NC(C)C(c1cccs1)N1CCOCC1 (stereo not drawn)
  A: 8; B: 6; C: -1; D: 27; E: 4; F: 31; G: 2; H: -17; I: 1

(42) N#Cc1c(/N=C/c2ccco2)sc2c1CCC2
  A: -6; B: -6; C: -5; D: -6; E: 19; F: -18; G: 2; H: -1; I: -39

(43) O=C(CCNC(=O)c1ccc([N+](=O)[O-])cc1)Nc1nc2ccccc2[nH]1
  A: 1; B: 0; C: -8; D: -7; E: -2; F: 27; G: 3; H: 6; I: 10

(44) Cn1ncc(Br)c1C(=O)NC1CCCCC1
  A: -22; B: 2; C: -4; D: 0; E: 1; F: 5; G: 1; H: -18; I: -2

(45) Cc1cccc(NC(=O)c2ccc(S(=O)(=O)NCc3cccnc3)cc2)c1
  A: 15; B: 4; C: -1; D: 0; E: -4; F: 4; G: 3; H: 9; I: -2

(46) Cc1ccc(CN(CC(=O)NCCc2ccccc2)C(=O)CCCC(=O)Nc2cc(C)on2)cc1
  A: 9; B: 2; C: 0; D: 1; E: -10; F: -306; G: -2; H: -15; I: -38

(47) CC(C)CC(NC(=O)c1ccc(Cl)cc1)C(=O)O (stereo not drawn)
  A: -13; B: -2; C: -12; D: -2; E: -5; F: 20; G: -3; H: -14; I: 3

(48) OCCN1CCN(Cc2nc(-c3cccc(Cl)c3)no2)CC1
  A: -4; B: 5; C: 4; D: -8; E: 0; F: 9; G: 4; H: 1; I: -2

(49) CC(C)(C)c1ccc(SCC(N)=O)cc1
  A: -20; B: -7; C: 3; D: -4; E: -2; F: 8; G: 0; H: 7; I: -2

(50) Cc1ccc(S(=O)(=O)NCCc2nc3ccccc3[nH]2)cc1
  A: -14; B: -4; C: 0; D: 0; E: -2; F: 2; G: 4; H: -3; I: 1

(51) CC1CCN(CCCNC(=O)Cn2ncc3c([nH]c4ccccc43)c2=O)CC1
  A: -19; B: -6; C: -12; D: -3; E: -10; F: -4; G: -6; H: -10; I: -2

(52) CCOC(=O)CSc1nnc(CNc2ccc(Cl)cc2)n1-c1ccccc1
  A: -20; B: -1; C: -1; D: -8; E: 8; F: 6; G: -2; H: -11; I: 4

Some values from above.
entry 46 in HKDC1 inhibitor is entered as 1
entry 51 in SENP7 block is entered as -12
entry 50 in SENP8 block-1 is entered as -2
